Compound activity (PubChem)
Cardiac RTF inh = cardiac RTF calcium sensitivity inhibitors, primary screen, biochemical, IANBD-TnC fluorescence, EC70 calcium; IANBD-labeled cardiac RTF, Ca2+ fluorescence; inhibition, % at 7.15 µM; 340,000 tested, 0.12% active;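 active = inhibition above the mean inhibition of all tested compounds plus 3 SD, cut at about 17% in these data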;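 also: assay run at fixed EC70 calcium of 1.6 mM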
DSG3 Ab inh = inhibitors of pemphigus antibody binding to DSG3, primary screen, biochemical, bead-based, flow cytometry, scFv-GFP; Desmoglein-3 (Homo sapiens), P32926; DSG3-coupled beads, scFv-anti-DSG3-GFP binding; stronger effect = lower value; binding (percent of control), % at 10 µM; 310,000 tested, 0.48% active; AID 588358, 2011;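 active = binding more than 3 SD below its plate's average and above zero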;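 also: hits lower antibody fragment binding to DSG3; some compounds called inactive have numbers as strong as hits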
Keap1-Nrf2 PPI = Keap1-Nrf2 protein-protein interaction inhibitors, primary screen, biochemical, fluorescence polarization, single point | Keap1 Kelch-Nrf2 peptide fluorescence polarization, 1536-well | inhibition, % at 9.4 µM | 340,000 tested, 0.15% active | AID 504523, 2011; in the data active = inhibition above about 12%;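 also: human Keap1 Kelch domain with fluorescein labeled Nrf2 9mer peptide probe; 0% = neutral control wells and 100% = peptide positive control; higher means more block of Keap1 binding to Nrf2 peptide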
CAL PDZ FP-1 = untagged CAL PDZ binding inhibitors, primary screen, biochemical, fluorescence polarization, HTS. Golgi-associated PDZ and coiled-coil motif-containing protein (Homo sapiens), Q9HD26. purified CAL PDZ, TMR-peptide fluorescence polarization, 1 h. inhibition, % at 24.9 µM. 300,000 tested, 0.92% active. AID 602252, 2012;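 active = mean inhibition of at least 30% with at least half of replicates also reaching 30%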;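 also: 0% = DMSO neutral control and 100% = excess unlabeled competitor peptide PRC23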
C-LANA FP = inhibitors of KSHV C-LANA binding to DNA, primary screen, biochemical, fluorescence polarization, FAM-LBS DNA, MBP-C-LANA, single point; Kaposi's sarcoma herpesvirus LANA C-terminal domain (residues 932-1162) DNA binding; inhibition, % at 9 µM; 340,000 tested, 0.078% active; AID 504423, 2011;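 active = highest replicate inhibition at or above 60% at 9 µM, even if other replicates fall short; inactive = all replicates below 60% inhibition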;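 also: 0% = neutral control wells and 100% = 4 µM acridine orange control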
V-ATPase pH = regulators of yeast V-ATPase proton pumping, primary screen, pHLuorin cytosolic pH fluorescence | response, % at 10 µM | S. cerevisiae | 350,000 tested, 0.37% active; in the data active = response mostly above about 7.3%, no sharp cut-off; inactive = mostly below about 5.4%; also: actives read high; inactives centre near 0; some compounds called inactive have numbers as strong as hits
CAL PDZ FP-2 = CAL PDZ peptide-binding inhibitors, primary screen, biochemical, fluorescence polarization, Cer-tagged CAL PDZ, HTS; Golgi-associated PDZ and coiled-coil motif-containing protein (Homo sapiens), Q9HD26; purified CAL PDZ, TMR-peptide fluorescence polarization, 1 h; inhibition, % at 20 µM; 330,000 tested, 0.02% active; AID 504414, 2011;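 active = highest replicate inhibition of at least 40%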;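 also: plate controls were DMSO neutral control wells for no effect and unlabeled competitor peptide control wells for full effect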
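Test system: tagged CAL PDZ domain / Buffer or medium: sodium phosphate/NaCl buffer pH 7.4 with TCEP, IgG, Thesit / Reagent: TMR-labelled reporter peptide T*-PRC34 bound in PDZ groove / Compound dosing: single point, 20 µM / Schedule: 1 h incubation at room temperature before polarization reading / Technique: fluorescence polarization (mP) / Benchmarks: unlabelled peptide, DMSO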
Arrestin-AP2 inh = inhibitors of beta-arrestin/AP2 binding, primary screen, biochemical, GPCR trafficking, flow cytometry; FITC-arrestin peptide / GST-AP2 beads; AP2 beta2 appendage carries R879A mutation; inhibition, % at 10 µM; 340,000 tested, 0.31% active;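 active = inhibition above a set limit, near 3 SD of compounds lacking own fluorescence, cut at about 54% in these data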;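 also: plate controls were DMSO wells for no effect and 5 µM unlabelled arrestin peptide for full effect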
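Material – GST-tagged AP2 beta2-adaptin appendage (R879A) on 4 µm glutathione beads · Probe or stimulus – fluorescein-tagged arrestin peptide at 50 nM final · Timing – 12 min plus 1 h, RT · Detection – bead flow cytometry, FITC channel · Read-out basis – inhibition as reduced fluorescein signal on beads, percent · Medium – PBS plus Tween 20 (0.05%) and BSA (0.1%)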
DAGLB inh = DAGLB lipase inhibitors, primary screen, biochemical, fluorescence, HTS | 340,000 tested, 0.059% active | AID 504411, 2011 | inhibition, % at 5.17 µM | Diacylglycerol lipase-beta (Homo sapiens), Q8NCG7 | HEK293T DAGLB membrane lysate, EnzChek fluorogenic substrate; in the data active = inhibition above about 34%;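 also: 0% = enzyme with vehicle and 100% = wells lacking enzyme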
Target sequence (Q8NCG7 whole entry, looked up): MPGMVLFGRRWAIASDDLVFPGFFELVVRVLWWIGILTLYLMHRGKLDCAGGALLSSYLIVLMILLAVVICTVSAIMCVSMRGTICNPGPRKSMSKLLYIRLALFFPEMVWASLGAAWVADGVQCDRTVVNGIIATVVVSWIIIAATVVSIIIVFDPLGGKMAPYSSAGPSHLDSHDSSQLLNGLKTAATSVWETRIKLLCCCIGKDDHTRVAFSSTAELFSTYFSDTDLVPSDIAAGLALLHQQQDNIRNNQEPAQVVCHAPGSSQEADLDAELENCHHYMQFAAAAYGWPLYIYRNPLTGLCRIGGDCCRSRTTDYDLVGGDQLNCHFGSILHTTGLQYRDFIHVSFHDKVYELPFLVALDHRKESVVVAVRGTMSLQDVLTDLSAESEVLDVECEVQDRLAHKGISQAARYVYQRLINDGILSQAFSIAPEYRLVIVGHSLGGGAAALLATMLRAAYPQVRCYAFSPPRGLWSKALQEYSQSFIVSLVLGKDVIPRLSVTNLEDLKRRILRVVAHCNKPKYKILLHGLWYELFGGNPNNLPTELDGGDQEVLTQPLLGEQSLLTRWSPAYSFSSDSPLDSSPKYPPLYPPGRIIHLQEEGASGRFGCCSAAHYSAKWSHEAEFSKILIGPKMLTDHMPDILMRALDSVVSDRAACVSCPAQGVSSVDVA
NSD2 HMT inh = NSD2 histone methyltransferase inhibitors, primary screen, biochemical, AlphaScreen, single concentration, set 2 | NSD2 peptide methylation, 120 min | inhibition, % at 12.5 µM | 310,000 tested, 0.54% active | AID 743445, 2014; in the data active = inhibition above about 50%
An asterisk follows results filed as active; . = not tested or not shown. These rows are one share of the data; the hit share may differ from the screen's.

SMILES	Cardiac RTF inh	DSG3 Ab inh	Keap1-Nrf2 PPI	CAL PDZ FP-1	C-LANA FP	V-ATPase pH	CAL PDZ FP-2	Arrestin-AP2 inh	DAGLB inh	NSD2 HMT inh
CCC(=O)N1CCc2cc(S(=O)(=O)CCC(=O)Nc3ccc(OC)c(OC)c3)ccc21	4	84	-6	-1	-0.3	1	-1.2	-11	-1	-3
CN1C(C(=O)NCc2cccc(C(F)(F)F)c2)CC2Cn3c(nc4cc5ccccc5cc43)C21 (stereo not given)	-5	109	-5	1	1.1	2	-1.6	4	0	.
O=C(CNC(=O)Cc1ccccc1)NCc1cccs1	-10	102	-6	0	0.3	-5	-0.1	5	-4	-1
Cc1cccc(OCCCC(=O)Nc2nccs2)c1C	6	95	-1	-5	1.0	-1	-2.5	18	-2	-6
Cc1cccc(NC(=O)c2c(O)c3ccccc3n(C)c2=O)c1	-4	124	-2	-7	-1.8	10	-0.9	7	0	0
CCc1cccc(CC)c1N1C(=O)COCC1=O	.	97	.	.	.	-2	.	.	1	-2
Cc1ccc(-n2c(CSc3nc(C)cc(C)n3)nnc2SCC(=O)Nc2nccs2)cc1	-3	93	2	-3	0.5	1	-3.0	13	2	.
Cc1ccc(-c2nn(CC(=O)O)c(=O)c3ccccc23)cc1	-2	.	3	-6	-1.5	1	-2.0	2	1	-2
CCOC(=O)Cc1c(C)nc2c(-c3cccc(Br)c3)cnn2c1C	-2	102	-3	0	-0.5	-2	-2.4	3	-19	-2
CC(=O)N(\C=C/C=C/C=C1\Sc2ccccc2C1=O)c1ccccc1	-16	114	-1	-1	-1.3	0	-1.3	-1	16	29
Cn1c(=O)c(=O)n(C)c2cc(S(=O)(=O)CCC(=O)NCc3ccccc3)ccc21	-1	105	0	.	0.9	3	-0.4	-1	2	.
CCn1c(SCC(=O)Nc2cc(C)on2)nc2c([nH]c3ccccc32)c1=O	-7	107	-4	1	-2.0	-2	-2.1	11	2	-3
CN(C)C(=O)CSCc1c(Cl)cccc1Cl	-8	117	-6	4	-0.8	3	.	3	0	-2
CSCC[C@H](NC(=O)c1cccc(S(=O)(=O)N2CCCCC2)c1)c1nc2ccccc2[nH]1	5	95	5	.	0.7	-1	-0.4	-7	2	5
COC(=O)c1cc(=O)n2c(-c3ccccc3)csc2n1	-5	91	0	.	0.7	4	-0.1	3	0	-6
CN1CCC(NC(=O)NC2CCCCC2)CC1	-6	101	-6	4	-1.1	-6	-0.5	-11	-2	1
COC(=O)c1sccc1NC(=S)N1CC(C)CC(C)C1 (stereo not given)	-2	76	-1	-10	1.1	-3	-0.7	16	-12	-9
O=C(O)COc1ccccc1/C=N/n1c(C2CCCCC2)n[nH]c1=S	-8	104	-1	0	0.2	-2	-0.9	38	0	-1
Cc1cc(/C=C2\NC(=O)NC2=O)c(C)n1-c1cccnc1	.	102	.	.	.	2	.	0	.	4
N=C1C(c2nc3ccccc3s2)=C(O)CN1NC(=O)c1ccco1	-9	76*	1	6	-0.9	1	-0.4	21	1	1
CCCC(=O)Nc1cc(OC)c(OC)cc1C(=O)O	-2	93	-1	-1	-2.0	2	1.1	1	1	-43
COc1ccc(CN(C)C(=O)c2ccc3ccccc3n2)cc1F	5	.	-1	-6	-0.6	0	-2.9	9	-1	-2
O=C(N/N=C/c1cccs1)c1ccc(-n2cccc2)cc1	6	98	-1	-1	2.3	-2	0.4	6	2	2
Cc1ccc(NS(=O)(=O)c2cc3c4c(c2)CC(=O)N4CCC3)cc1C	-9	.	0	-6	-0.8	4	-3.7	-14	1	2
COc1ccc2cc3c(N)nn(C(=O)Cc4c[nH]c5ccccc45)c3nc2c1	8	101	-4	9	1.9	1	-1.1	44	2	-1

The last five compounds of the section before come first, to join the parts:
SMILES	Cardiac RTF inh	DSG3 Ab inh	Keap1-Nrf2 PPI	CAL PDZ FP-1	C-LANA FP	V-ATPase pH	CAL PDZ FP-2	Arrestin-AP2 inh	DAGLB inh	NSD2 HMT inh
CCCC(=O)Nc1cc(OC)c(OC)cc1C(=O)O	-2	93	-1	-1	-2.0	2	1.1	1	1	-43
COc1ccc(CN(C)C(=O)c2ccc3ccccc3n2)cc1F	5	.	-1	-6	-0.6	0	-2.9	9	-1	-2
O=C(N/N=C/c1cccs1)c1ccc(-n2cccc2)cc1	6	98	-1	-1	2.3	-2	0.4	6	2	2
Cc1ccc(NS(=O)(=O)c2cc3c4c(c2)CC(=O)N4CCC3)cc1C	-9	.	0	-6	-0.8	4	-3.7	-14	1	2
COc1ccc2cc3c(N)nn(C(=O)Cc4c[nH]c5ccccc45)c3nc2c1	8	101	-4	9	1.9	1	-1.1	44	2	-1
CCCn1c(=O)c2ccccc2n2c(SCCOc3ccccc3F)nnc12	-9	.	-3	-2	0.4	2	-0.8	-13	-3	-2
CCC(C)NC(=O)[C@@H]1CCCN1C(=O)C1CCN(S(=O)(=O)c2ccc(C)cc2)CC1 (stereo not given in full)	2	95	4	-3	-2.1	1	-2.2	27	1	1
O=C(NC1CCCN(Cc2ccccc2F)C1)C1CCC1 (stereo not given)	-3	110	2	-2	-2.2	-2	-0.8	-16	-2	-1
O=C1CC(c2ccco2)Cc2nc(N3CCc4ccccc4C3)ncc21 (stereo not given)	-7	132	-8	-3	-0.7	1	-1.3	4	4	0
CC1(C)CC(=O)C2=C(C1)NC(SCC(N)=O)=C(C#N)C21CCCCC1	-4	.	-3	-5	-0.2	-4	-0.7	32	-1	.
O=[N+]([O-])c1ccc(S(=O)(=O)Nc2ccncc2)cc1	-5	118	-2	-1	-1.4	0	-2.6	5	-2	0
O=C1CCN(Cc2ccccc2)C=C1c1ccc(C(F)(F)F)cc1	-3	103	2	-3	-0.4	1	0.3	10	-2	.
CC(C)(C)C1CCC(N2CCN(c3ccccc3)CC2)CC1 (stereo not given)	-5	108	6	1	7.1	-1	-0.1	16	-3	6
CCOC(=O)Cc1ncccc1C(=O)Nc1ccc(Oc2ccccc2)cc1	-5	75	-1	-1	3.1	1	-4.2	34	18	6
Cc1nnc(NC(=O)CSc2nc3[nH]ncc3c(=O)[nH]2)s1	6	87	3	-1	-0.1	1	-2.0	21	-2	-2
CCOC(=O)c1nn(-c2ccccc2)c2nnc(Cc3ccc(Cl)cc3)c(=O)n12	-8	133	1	-1	-2.4	0	-1.6	-1	-8	-2
CC(OC(=O)CCc1nc2ccccc2c(=O)[nH]1)C(=O)c1ccc(C(C)(C)C)cc1 (stereo not given)	-13	105	-1	-3	1.1	-2	-1.8	20	-2	1
O=C(Cc1cccc(NC(=O)C2CCCN(C(=O)C3CCC3)C2)c1)Nc1ccc(C(=O)N2CCCCC2)cc1 (stereo not given)	-9	108	2	2	1.0	-1	-0.4	42	-2	.
CCn1nnnc1SCC(=O)Nc1ccc(N(C)C)cc1	-14	112	-4	-2	-0.2	-4	-0.1	22	2	7
O=C(COC(=O)c1ccco1)Nc1ccc2[nH]c(=O)[nH]c2c1	-3	97	1	-1	0.8	-1	-1.3	30	3	6
O=C(COC(=O)c1ccc(S(=O)(=O)N2CCCC2)cc1)NCc1cccs1	2	99	1	7	0.3	3	0.4	50	-3	6
On1c(-c2ccc(Cl)cc2Cl)nc2ncccc21	-4	94	0	-3	-1.5	-2	-1.0	6	0	14
CC(=O)Nc1ccc(NS(=O)(=O)c2cccc3ccccc23)cc1	-1	108	1	-5	-0.5	-1	-1.4	5	-4	0
O=C1CCc2cc(S(=O)(=O)N3CCN(c4cccc(Cl)c4)CC3)ccc2N1	-8	96	-1	.	-2.7	2	-1.9	-4	2	-1
O=C(NCCN1CCOCC1)C(Sc1ccccc1)c1ccccc1 (stereo not given)	2	.	-3	-3	-1.7	-2	0.0	2	-3	-3
CC(C)CNS(=O)(=O)c1ccc(CCC(=O)N2CCOCC2)cc1	-8	103	-8	-4	0.0	-3	-0.5	4	2	3
CC1(NC(=O)C23CC4CC(CC(C4)C2)C3)CCS(=O)(=O)C1 (stereo not given)	-4	.	-2	1	-4.6	1	-0.8	7	-1	-15
CC1(C)Cc2c(oc3ncn4ncnc4c23)CO1	-3	.	2	-2	-0.8	-3	0.6	2	3	1
COC(=O)c1ccc2c(c1)SC1=C(CCCC1=O)N2	-17	100	-3	0	2.0	5	0.8	2	8	2
CC(C)N(C(=O)COC(=O)[C@@H]1CC(O)CN1S(=O)(=O)c1ccc(C(C)(C)C)cc1)C(C)C (stereo not given in full)	-3	101	5	-2	2.3	7	-6.4	-4	1	0
Cc1ccccc1C(=O)c1cccn1CC(=O)NCCCN1CCc2ccccc2C1	-17	97	-1	-1	1.5	-1	0.5	-4	-1	2
CCOC(=O)c1c(NC(=O)Nc2ccc(F)cc2)sc2c1CCN(C)C2	-4	.	-5	-4	-1.6	-2	-4.1	-3	-1	-1

Part of the list above in order of number of heavy atoms, rising.
SMILES	Cardiac RTF inh	DSG3 Ab inh	Keap1-Nrf2 PPI	CAL PDZ FP-1	C-LANA FP	V-ATPase pH	CAL PDZ FP-2	Arrestin-AP2 inh	DAGLB inh	NSD2 HMT inh
COC(=O)c1ccc2c(c1)SC1=C(CCCC1=O)N2	-17	100	-3	0	2.0	5	0.8	2	8	2
CC(C)(C)C1CCC(N2CCN(c3ccccc3)CC2)CC1 (stereo not given)	-5	108	6	1	7.1	-1	-0.1	16	-3	6
CC(=O)Nc1ccc(NS(=O)(=O)c2cccc3ccccc23)cc1	-1	108	1	-5	-0.5	-1	-1.4	5	-4	0
O=C(COC(=O)c1ccc(S(=O)(=O)N2CCCC2)cc1)NCc1cccs1	2	99	1	7	0.3	3	0.4	50	-3	6
